Source: PubChem BioAssay (several laboratories)
RTF Ca sens act – cardiac RTF calcium sensitivity activators, primary screen, biochemical, IANBD-TnC fluorescence, EC20 calcium; Troponin I, cardiac muscle (Homo sapiens) + Troponin T, cardiac muscle (Homo sapiens) + …; 340,000 compounds, 0.24% hits; IANBD-labeled TnC RTF fluorescence at EC20 calcium; 0% EC20 calcium, 100% full calcium; activation, % at 7.2 µM;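 active means activation above the mean over all tested compounds plus 3 SD, cut at about 30% in these data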;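 further: rise in fluorescence read as greater calcium sensitivity of cardiac thin filaments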
CAL PDZ FP-1 – CAL PDZ peptide-binding inhibitors, primary screen, biochemical, fluorescence polarization, Cer-tagged CAL PDZ, HTS; Golgi-associated PDZ and coiled-coil motif-containing protein (Homo sapiens), Q9HD26; purified CAL PDZ, TMR-peptide fluorescence polarization, 1 h; inhibition, % at 20 µM; 330,000 compounds, 0.02% hits; AID 504414, 2011;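 active means highest replicate inhibition of at least 40%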;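 further: plate controls were DMSO neutral control wells for no effect and unlabeled competitor peptide control wells for full effect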
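Assay system – tagged CAL PDZ protein CerCALP, purified · Timing – 1 h at RT · Compound – single point, 20 µM · Measured by – fluorescence polarization from S- and P-plane intensities, G-factor corrected · Evaluation – inhibition from polarization loss · Probe or stimulus – TMR reporter peptide T*-PRC34 · Buffer or medium – pH 7.4 phosphate-saline buffer, reducing agent, detergent, IgG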
C-LANA FP – inhibitors of KSHV C-LANA binding to DNA, primary screen, biochemical, fluorescence polarization, FAM-LBS DNA, MBP-C-LANA, single point; Kaposi's sarcoma herpesvirus LANA C-terminal domain (residues 932-1162) DNA binding; 340,000 compounds, 0.078% hits; inhibition, % at 9 µM;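 active means highest replicate inhibition at or above 60% at 9 µM, even if other replicates fall short; inactive means all replicates below 60% inhibition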;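 further: 0% = neutral control wells and 100% = 4 µM acridine orange control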
Rtt109 HAT inh – inhibitors of C. albicans Rtt109/Vps75 HAT, primary screen, biochemical, ThioGlo CoA-SH fluorescence, plate reader. inhibition, % at 34.9 µM. purified Rtt109/Vps75, 4 h. 330,000 compounds, 0.16% hits;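 active means inhibition of at least 50% in every replicate; inconclusive means best replicate reaches 50% inhibition but some replicates fall short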
Cardiac RTF inh – cardiac RTF calcium sensitivity inhibitors, primary screen, biochemical, IANBD-TnC fluorescence, EC70 calcium. Troponin I, cardiac muscle (Homo sapiens) + Troponin T, cardiac muscle (Homo sapiens) + …. IANBD-labeled cardiac RTF, Ca2+ fluorescence. inhibition, % at 7.15 µM. 340,000 compounds, 0.12% hits. AID 493244, 2011;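 active means inhibition above the mean inhibition of all tested compounds plus 3 SD, cut at about 17% in these data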;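 further: assay run at fixed EC70 calcium of 1.6 mM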
DAGLB inhibitor – DAGLB lipase inhibitors, primary screen, biochemical, fluorescence, HTS. Diacylglycerol lipase-beta (Homo sapiens), Q8NCG7. inhibition, % at 5.17 µM. HEK293T DAGLB membrane lysate, EnzChek fluorogenic substrate. 340,000 compounds, 0.059% hits; in the data active means inhibition above about 34%;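 further: 0% = enzyme with vehicle and 100% = wells lacking enzyme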
Keap1-Nrf2 PPI – Keap1-Nrf2 protein-protein interaction inhibitors, primary screen, biochemical, fluorescence polarization, single point | Keap1 Kelch-Nrf2 peptide fluorescence polarization, 1536-well | 340,000 compounds, 0.15% hits | inhibition, % at 9.4 µM | Kelch-like ECH-associated protein 1 (Homo sapiens), Q14145 | AID 504523, 2011; in the data active means inhibition above about 12%; inconclusive means no clear call, values can overlap the other calls; inactive means below about 7.3%;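 further: human Keap1 Kelch domain with fluorescein labeled Nrf2 9mer peptide probe; 0% = neutral control wells and 100% = peptide positive control; higher means more block of Keap1 binding to Nrf2 peptide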
Target sequence (Q14145 whole entry, looked up, the tested form may be a part): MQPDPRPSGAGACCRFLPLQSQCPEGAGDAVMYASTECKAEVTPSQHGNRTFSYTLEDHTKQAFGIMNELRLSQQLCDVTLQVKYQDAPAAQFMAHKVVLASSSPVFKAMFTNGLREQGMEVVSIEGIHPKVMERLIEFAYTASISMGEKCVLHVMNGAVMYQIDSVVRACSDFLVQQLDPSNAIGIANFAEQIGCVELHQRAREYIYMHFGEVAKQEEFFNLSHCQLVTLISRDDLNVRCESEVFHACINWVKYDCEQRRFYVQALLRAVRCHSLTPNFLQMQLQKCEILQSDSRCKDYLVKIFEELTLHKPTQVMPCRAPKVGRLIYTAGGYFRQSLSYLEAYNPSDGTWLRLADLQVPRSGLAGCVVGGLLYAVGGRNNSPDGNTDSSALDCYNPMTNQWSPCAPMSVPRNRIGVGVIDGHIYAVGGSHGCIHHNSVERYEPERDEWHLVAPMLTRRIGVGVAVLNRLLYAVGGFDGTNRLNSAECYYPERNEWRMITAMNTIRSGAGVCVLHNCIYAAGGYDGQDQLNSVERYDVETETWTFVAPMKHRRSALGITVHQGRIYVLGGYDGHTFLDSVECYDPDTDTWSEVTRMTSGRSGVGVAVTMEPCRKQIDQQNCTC
SR-BI uptake up – activators of SR-BI mediated DiI-HDL uptake, primary screen, ldlA[mSR-BI] CHO cells, DiI fluorescence | 3 h; 100 = double the neutral-control signal | AID 504775, 2011 | 320,000 compounds, 0.096% hits | activation, % at 12.5 µM;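 active means mean replicate activation of at least 60% and every replicate at or above 60%; inconclusive means mean or all-replicate condition met, but not both; inactive means mean below 60% and not all replicates reaching 60%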;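 further: 0% = median plate neutral-control signal and 100% = twice that signal; values of inactives mirror those of a sister screen read the other way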
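Test system: SR-BI-overexpressing, LDLR-lacking CHO cells; Also added: labelled HDL, 10 µg/mL; Measured by: bottom-read cell fluorescence after medium removal, ex 550/em 595 nm; Timing: 3 h uptake period with compound, 37 °C; Buffer or medium: F12, 0.5% BSA, 25 mM HEPES; Doses: single compound concentration, delivered by pin transfer.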
PKA-R2B act – activators of PKA-R2B holoenzyme, primary screen, biochemical, fluorescence polarization, Cy5-IP20, human. PKA-R2B holoenzyme dissociation; R2B truncated from residue 108, S112A mutant; 0% DMSO only, 100% 113 µM cGMP. activation, % at 11.4 µM. 340,000 compounds, 0.079% hits. AID 504700, 2011;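 active means activation above a cutoff set at the mean over all compounds plus 3 SD, cut at about 18% in these data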;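 further: higher means more holoenzyme dissociation and a rise in polarization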
Target sequence (P31323 whole entry, looked up, other chains not shown, the tested form may be a part): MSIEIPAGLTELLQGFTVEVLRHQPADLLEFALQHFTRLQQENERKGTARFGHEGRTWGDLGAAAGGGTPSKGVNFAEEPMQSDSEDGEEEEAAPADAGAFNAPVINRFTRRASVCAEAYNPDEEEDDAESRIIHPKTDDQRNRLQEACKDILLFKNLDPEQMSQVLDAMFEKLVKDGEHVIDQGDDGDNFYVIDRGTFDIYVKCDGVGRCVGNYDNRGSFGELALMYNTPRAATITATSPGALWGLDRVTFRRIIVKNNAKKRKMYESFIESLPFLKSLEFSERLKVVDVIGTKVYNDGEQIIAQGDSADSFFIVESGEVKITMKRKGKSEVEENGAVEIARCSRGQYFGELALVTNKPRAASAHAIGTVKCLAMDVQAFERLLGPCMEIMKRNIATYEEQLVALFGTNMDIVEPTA
CAL PDZ FP-2 – untagged CAL PDZ binding inhibitors, primary screen, biochemical, fluorescence polarization, HTS. inhibition, % at 24.9 µM. 300,000 compounds, 0.92% hits. Golgi-associated PDZ and coiled-coil motif-containing protein (Homo sapiens), Q9HD26. AID 602252, 2012. purified CAL PDZ, TMR-peptide fluorescence polarization, 1 h;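 active means mean inhibition of at least 30% with at least half of replicates also reaching 30%; inconclusive means no clear call, values can overlap the other calls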;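 further: 0% = DMSO neutral control and 100% = excess unlabeled competitor peptide PRC23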
An asterisk follows results filed as active; ? = inconclusive; / = no result given; & = joins results of further samples.

Values in the order – CAL PDZ FP-2	DAGLB inhibitor	RTF Ca sens act	Keap1-Nrf2 PPI	Rtt109 HAT inh	CAL PDZ FP-1	SR-BI uptake up	Cardiac RTF inh	C-LANA FP	PKA-R2B act
O=C(O)c1ccccc1S(=O)(=O)NCC(O)COc1ccc(Br)cc1 (centres undefined)
    -2	3	4	0	/	-0.6	-5	2	0.3	-1
CCOC(=O)c1c(NC(=O)Cc2ccccc2)sc2c1CC(C)(C)NC2(C)C
    /	-2	3	3	10	-1.8	26	-8	1.7	4
O=C(Nc1ccc2nc3n(c(=O)c2c1)CCCCC3)c1ccccc1[N+](=O)[O-]
    -7	1	-7	5	7	-1.4	-44	2	-1.3	9
FC(F)(F)c1cc(-c2ccco2)nc(NCc2ccccc2)n1
    16	-7	5	-6	8	0.1	-19	-13	1.0	5
O=c1[nH]nc(-c2ccc(F)cc2)cc1Cc1ccccn1
    0	/	/	0	5	-1.5	17	/	1.4	/
CCOc1cc(/C=N/NC(=O)C(=O)NC)cc(Br)c1O
    6	4	3	-2	18	-1.0	5	1	-0.7	-3
CCCC(=O)N1CCN(c2ccc(NC(=O)c3ccc4c(c3)OCCO4)cc2)CC1
    1	-1	-1	-3	-13	-2.3	/	-8	-1.4	-5
COc1ccccc1NC(=O)COC(=O)C1CC(=O)N(c2ccc3c(c2)OCCO3)C1 (centres undefined)
    -4	-2	2	-3	5	-0.8	-12	-6	-1.5	-3
Cn1cccc1/C=C(\C#N)c1ccccc1
    -2	-3	1	0	-1	-2.6	23	-3	-0.3	0
CC(C)Cc1nnc(NC(=O)c2ccc(N3CCCC3=O)cc2)s1
    -7	-4	6	-2	-3	0.0	-1	-14	-0.1	-10
COc1cc(OC)c(OC)cc1CN1CCCC(C(=O)N2CCCCC2)C1 (centres undefined)
    /	-3	-3	2	-7	-0.8	10	3	-0.9	-8
COc1cc(CNC(=O)CCC(=O)N2C[C@H]3C[C@H](C2)c2cccc(=O)n2C3)cc(OC)c1OC
    2	1	2	-1	1	-1.0	9	6	0.0	7
COC1=CC(=O)c2ccccc2C1=O
    4	0	4	-1	-9	-0.1	-6	-4	1.8	-1
O=C(COC(=O)c1ccc(Br)o1)Nc1ccc2[nH]c(=O)[nH]c2c1
    0	1	2	-1	-17	-0.3	17	-11	-1.4	2
COc1ccc(-c2c(C#N)c(C)nc3c2C(=O)c2ccccc2-3)cc1
    0	2	-6	?	5	-1.8	-17	6	0.2	7
COc1ccc(-c2csc(NC(=S)NC(=O)c3cccs3)n2)cc1OC
    6	-2	0	2	1	-1.7	-65	-6	1.7	-11
COc1cccc(OC)c1C(=O)Nc1nc2cc3c(cc2s1)OCO3
    0	1	4	2	-4	-1.9	/	-1	14	-4
COc1ccc(NC(=O)CN(C)C(=O)CCc2ccccc2)cc1
    /	-3	6	0	7	-0.7	/	4	-0.8	-2
O=C(O)Cc1ccc(C(=O)c2ccccc2F)s1
    4	-1	0	6	3	-3.3	12	-1	-0.4	-5
Cc1ccc(OCCN2C(=O)OC(C)(C)C2(C)O)cc1 (centres undefined)
    -2	0	7	2	/	-1.1	13	-1	1.4	-6
O=C(Nc1ccc(NC(=O)c2cccs2)cc1Cl)c1ccco1
    4	-3	0	-1	-2	-2.9	-36	-5	-0.9	-4
CCn1c(SCC(=O)N2CCCc3ccccc32)nnc1-c1ccoc1C
    1	-2	-4	-7	1	-2.9	-20	1	-1.5	-4
O=C(c1ccccc1)c1ccc(Oc2ccc([N+](=O)[O-])cc2[N+](=O)[O-])cc1
    -1	-25	2	1	-5	0.4	-18	-13	-0.2	-27
CC1=NN(c2ccccc2)C(=O)/C1=C/c1ccc(Cl)cc1
    -4	4	-2	2	2	0.2	4	0	-1.8	4
Cc1ccc(S(=O)(=O)N(C)c2c(C)ccc(S(=O)(=O)N3CCN(C=O)CC3)c2C)cc1
    -3	-1	2	0	5	-0.6	-2	-2	-0.4	2
O=C(CSc1nnc(COc2cccc3ccccc23)o1)N1CCN(C(=O)c2ccco2)CC1
    -3	0	-7	-5	3	-2.1	-42	1	-2.1	-11
O=C(Nc1ccccc1C(=O)O)c1cccc(NC(=O)c2ccccc2Cl)c1
    /	3	0	-4	1	-4.3	-34	-1	-1.0	-5
COC(=O)Nc1ccc2c(c1)N(C(=O)CCN1CCN3CCCC3C1)c1ccccc1CC2 (centres undefined)
    -2&-2	-5&2	3&5	-3&-6	-3&6	-3.4&-2.7	19&22	-1&4	1.1&-1.1	-10&12
O=[N+]([O-])c1ccc(N2CCCCC2)c(Cl)c1N1CCCCC1
    /	-2	2	-3	0	-2.2	8	-6	-0.4	2
S=C(N/N=C/c1cccc2ccccc12)Nc1cccc(Cl)c1
    -2	-3	-3	-3	3	-1.5	-16	-11	-0.2	-4
Cc1cc(NC(=O)C(C)SCC(=O)OCc2c(Cl)cccc2Cl)no1 (centres undefined)
    -1	-3	1	-3	9	-3.8	2	10	-0.1	0
Cc1ccc(C(=O)O)cc1-c1ccc(/C=C2/NC(=O)N(c3ccccc3)C2=O)o1
    -1	2	-7	-6	13	-1.5	45	-1	9.2	4
CC(=O)Nc1c(O)nc(SCC(=O)N2CCN(c3ccc(F)cc3)CC2)[nH]c1=O
    0	-1	5	-1	/	-1.2	18	-7	1.1	0
Cc1ccc(CNC(=O)C2CCN(S(=O)(=O)N3CC(C)CC(C)C3)CC2)cc1 (centres undefined)
    -5	0	3	-7	0	-2.3	6	-3	-1.6	5
O=C(NCc1ccc(F)cc1)Nc1cccc(Cl)c1
    -3	-4	0	-2	/	-2.3	-10	-7	1.3	-10
COC(=O)c1cccc(NC(=O)CN(c2ccc3c(c2)OCO3)S(C)(=O)=O)c1C
    -3	-2	-2	9	-1	/	-1	2	6.7	5
COc1cc2c(O)c3c(c(-c4ccc5c(c4)OCO5)c2cc1OC)C(=O)OC3
    -4	2	6	0	7	-0.8	15	-1	0.2	0
Cc1ccc(N2CC(C(=O)NCc3nnnn3-c3ccc(C)c(C)c3)CC2=O)cc1 (centres undefined)
    -6	-2	-2	2	9	-2.3	-6	-15	0.1	0
Cc1cccc(NC(=O)Cn2nnc3ccccc32)c1
    2	-2	-5	1	-5	-1.1	6	-4	-1.3	-10
CCS(=O)(=O)N1CCC(C(=O)c2ccc(Cl)cc2)CC1
    0	1	11	-7	6	-0.6	-2	2	-0.7	-6
CCCCNC(=O)N(O)C1N(/N=C/c2ccc(N(C)C)cc2)C(=S)SC1(C)C (centres undefined)
    -7	-2	0	-1	-3	-0.4	26	0	-1.9	-1
COc1ccc(NC(=O)CSc2nnc(C3CC3)n2C)cc1
    -5	-1	-3	2	1	/	17	-1	0.6	-5
Cc1cc(C)nc(NC(=O)NC(=O)c2ccccc2)n1
    -1	2	-1	2	-21	-2.0	14	3	0.9	2
Cc1ccc(C(=O)Nc2ccccc2C(=O)N2CCCC2)cc1[N+](=O)[O-]
    -8	0	4	-5	-5	-0.4	-12	-4	0.4	5
CC(C)(C)c1ccccc1NC(=O)Cn1c(=O)cnc2ccccc21
    0	2	-4	3	-3	-1.4	18	1	-1.3	5
Cc1noc(NS(=O)(=O)c2ccc(N/C=C/C(=O)c3ccncc3)cc2)c1C
    0	-1	-3	1	15	-2.8	26	-13	-1.6	6
O=C(COC(=O)CCC1CCCC1)Nc1cccc(S(=O)(=O)N2CCOCC2)c1
    -1	-3	-10	-2	22	-3.5	31	4	-0.2	-17
Cc1occc1C(=O)Nc1cc(S(=O)(=O)N2CCOCC2)ccc1OC(C)C
    -6	-4	-3	-8	0	-2.1	27	-3	-0.8	0
COc1ccc(CNCC(O)COc2cccc3c2OC(C)(C)C3)cc1 (centres undefined)
    0	0	4	-2	0	-0.2	-5	-7	-2.2	3
O=C1CCCN1c1ccc(S(=O)(=O)NCc2ccco2)cc1
    -1	1	2	2	3	-0.8	12	5	-0.3	0
O=C(Cn1cnc2ccccc2c1=O)Nc1ccc2c(c1)OCCO2
    -1	0	2	-3	/	-1.6	-1	4	1.2	-9
Cn1c(=O)oc2cc(S(=O)(=O)N3CCN(Cc4ccc5c(c4)OCO5)CC3)ccc21
    -3	-3	0	-2	-5	-2.0	7	-6	-1.5	5
CCNC(=O)NCCc1c[nH]c2ccc(Cl)cc12
    -3	-1	-3	3	/	-1.9	-15	-4	-1.0	1
CCCCC(CC)C(=O)Nc1cc(C(=O)NCc2ccc(C)cc2)ccc1N1CCC2(CC1)CC(c1cccc(Br)c1)=NO2 (centres undefined)
    2	-9	8	-2	-2	-0.1	-30	-10	-1.8	-2
Cc1ccc(NC(=O)CSc2nnc(CNC(=O)c3ccccc3F)o2)cc1
    -4	-2	-5	0	11	-1.5	13	-3	-0.8	-13
CCOC(=O)c1c(C)[nH]c(C)c1S(=O)(=O)NCCc1sccc1C
    0	5	-3	-2	2	-2.0	-14	-7	-3.2	4
O=C(Cn1nc(-c2ccccc2)c2ccccc2c1=O)NCCN1CCOCC1
    -1	0	-4	1	6	0.0	17	0	0.3	-9
COc1ccccc1C(=O)NC1CCCc2ccccc21 (centres undefined)
    /	-5	1	-2	16	0.0	/	4	0.3	15
CCCCCOC(=O)CCN1C(=O)/C(=C2\SC(=S)N(CCC(=O)OCCCCC)C2=O)SC1=S
    /	-1	-4	4	4	-0.2	-5	1	0.0	5
